# ATXN2 expr inh = Primary qHTS for Inhibitors of ATXN expression; HEK-293 ATXN2-luciferase reporter, luminescence, 24 h; Potency, µM (titrated, usually from 57 µM), without a hit: at the highest dose activity change, negative = inhibition, most hits filed as inhibitors; 360,000 compounds, 0.72% hits; also: potency is read from the fitted curve at half-maximal effect; % is scaled to controls: 0 for no effect and ±100 for the full control effect; nearly all actives have a fitted effect of over 55% in size
#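 qHTS (up to 57 uM final) was run with 24 h compound exposure of reporter cells at 37 °C. Each well was multiplexed: SteadyGlo luminescence measured ATXN2-luciferase expression after a fluorogenic Gly-Phe-AFC viability readout (25 uM final).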
# TGFb inhibitor = qHTS for Inhibitors of TGF-b; HepG2 CAGA-GFP TGF-b/SMAD3 reporter, GFP fluorescence, 18 h; TGF-beta stimulated, 500 pg/mL final; Potency, µM (top dose mostly 46.1 µM), without a hit: at the highest dose activity, negative = inhibition, actives largely listed as inhibitors; 410,000 compounds, 1.2% hits; also: potency is read from the fitted curve at half-maximal effect; % is scaled to controls: 0 for no effect and ±100 for the full control effect; nearly all actives have a fitted effect of over 65% in size
#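 GFP signal (ex488/em500-530) from TGF-beta-stimulated HEPG2 CAGA-GFP cells, 500 pg/mL final, 18 h at 37 degrees C in DMEM plus 1% FBS, normalized to unstimulated and DMSO-stimulated controls.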
# IL2 activator = qHTS of IL-2 Activators; IL-2 activation reporter assay, cell-based qHTS; stimulated with anti-CD3/CD4/CD28 beads; in transgenic mouse T cells; activation, % (series mostly up to about 46 µM); AID 652025, 2013; 360,000 compounds, 0.065% hits; in the data active = activation above about 50%; inconclusive = mostly about 30% to 49%; also: 0% is about no effect
#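 Unstimulated transgenic mouse T cells; 60-min compound exposure; bead-based TCR/CD4/CD28 stimulation; 18 h culture, 37 degrees C; dual fluorescence (EGFP, DsRed) plate cytometry.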
# Nrf2 inh = Nrf2 qHTS screen for inhibitors; A549 ARE-Fluc reporter, luciferase luminescence, 18-24 h; Potency, µM (doses to about 46 µM), for inactives: at the highest dose activity change, negative = inhibition, most hits filed as inhibitors; 360,000 compounds, 2.1% hits; also: potency is read from the fitted curve at half-maximal effect; % is scaled to controls: 0 for no effect and ±100 for the full control effect; nearly all actives have a fitted effect of over 60% in size
#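 Nrf2 activity is the BugLite luminescence, read 15 min after reagent at room temperature, following CellTiter-Fluor cytotoxicity readout (30 min, 37C). Compound titrations were applied for 18-24 h to 5000 A549 ARE_Fluc cells/well in 5% FBS OPTI-MEM.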
# ATXN viability = Viability Counterscreen for Primary qHTS for Inhibitors of ATXN expression. AID 651635, 2014. S2 cells (HEK-293 line with an ATXN2-luciferase reporter) viability, CellTiter-Fluor protease fluorescence, 24 h. Potency, µM (highest dose often 56.7 µM), usual class: cytotoxic. 400,000 compounds, 0.49% hits; also: potency is read from the fitted curve at half-maximal effect; nearly all actives have a fitted effect of over 40% in size
# HepG2 viability = qHTS for Inhibitors of TGF-b: Cytotox Counterscreen; AID 588856, 2011; 410,000 compounds, 0.76% hits; HepG2 CAGA-GFP viability, ATP luminescence, 18 h; Potency, µM (highest dose often 46.1 µM), for the others: top-dose activity change, negative = cytotoxicity, usual class: cytotoxic; also: potency is read from the fitted curve at half-maximal effect; some results filed as inactive show a strong effect at the top dose
#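 CellTiter-Glo luminescence gave cytotoxicity after 18 hours at 37 degrees C. The cells were HepG2 CAGA-GFP in 1% FBS DMEM, stimulated with 500 pg/mL TGF-beta after compound addition. %Activity was normalised to no-cell wells (complete cell-killing) and DMSO (no toxicity), and curves were fitted and classified.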
# EPAC2 ag = qHTS for Agonist of cAMP-regulated guanine nucleotide exchange factor 4 (EPAC2): primary screen; Potency, µM (highest dose often 154 µM), inactives show at the top dose activation, usual class: activators; Rap guanine nucleotide exchange factor 4 (Homo sapiens), Q8WZA2; 360,000 compounds, 0.079% hits; AID 720711, 2013; EPAC2 activation, biochemical qHTS; response scale: 100% = 6.5 mM cAMP response; also: potency is read from the fitted curve at half-maximal effect; nearly all actives have a fitted effect of over 50% in size
# Target sequence (Q8WZA2 whole entry, looked up): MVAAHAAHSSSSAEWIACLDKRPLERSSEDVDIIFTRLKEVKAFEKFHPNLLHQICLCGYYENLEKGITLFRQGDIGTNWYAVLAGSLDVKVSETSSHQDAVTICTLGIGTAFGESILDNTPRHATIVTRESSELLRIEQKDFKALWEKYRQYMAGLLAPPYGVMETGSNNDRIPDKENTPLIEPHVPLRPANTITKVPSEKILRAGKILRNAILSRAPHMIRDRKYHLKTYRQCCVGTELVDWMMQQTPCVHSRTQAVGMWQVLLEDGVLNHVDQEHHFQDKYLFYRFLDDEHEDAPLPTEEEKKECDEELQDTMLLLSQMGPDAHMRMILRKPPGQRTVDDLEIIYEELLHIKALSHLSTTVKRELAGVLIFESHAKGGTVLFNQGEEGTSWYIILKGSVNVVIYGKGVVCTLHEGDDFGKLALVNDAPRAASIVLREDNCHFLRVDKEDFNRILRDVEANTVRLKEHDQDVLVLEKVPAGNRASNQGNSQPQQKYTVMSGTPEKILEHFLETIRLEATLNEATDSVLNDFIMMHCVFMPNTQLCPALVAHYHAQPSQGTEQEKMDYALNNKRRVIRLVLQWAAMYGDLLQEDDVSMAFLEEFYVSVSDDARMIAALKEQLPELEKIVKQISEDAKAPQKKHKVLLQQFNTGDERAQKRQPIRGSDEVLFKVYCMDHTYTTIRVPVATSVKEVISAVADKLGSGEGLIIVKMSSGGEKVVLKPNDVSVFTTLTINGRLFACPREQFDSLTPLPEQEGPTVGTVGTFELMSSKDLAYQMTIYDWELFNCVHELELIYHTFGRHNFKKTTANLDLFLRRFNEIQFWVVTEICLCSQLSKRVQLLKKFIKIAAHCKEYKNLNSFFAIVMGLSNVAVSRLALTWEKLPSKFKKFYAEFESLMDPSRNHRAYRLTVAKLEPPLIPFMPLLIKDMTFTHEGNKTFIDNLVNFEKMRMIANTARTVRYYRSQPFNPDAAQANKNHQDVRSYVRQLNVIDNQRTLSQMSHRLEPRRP
#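 Compounds were added across a concentration range to EPAC2 (100 nM), RAP1B-BODIPY-GDP (250 nM) and GDP (50 uM). After 5 min at room temperature, fluorescence was recorded at 5-min intervals for 30 min.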
# Nrf2 ARE act = qHTS of Nrf2 Activators | AREc32 ARE-luciferase reporter (MCF7-derived line), luminescence, 24 h | Potency, µM (titrated, usually from 46.1 µM), for the others: at the top dose activation, usual class: activators | 410,000 compounds, 0.31% hits | AID 624171, 2012; also: potency is read from the fitted curve at half-maximal effect; % of control where 0% means no effect; nearly all actives have a fitted effect of over 65% in size
#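 AREc32 cells carrying an ARE-driven firefly luciferase reporter were seeded at 1000 cells/well in OPTI-MEM with 5% FBS, then exposed to compound for 24 hr at 37 deg C. Luminescence was read with Steady-Glo after 30 min at RT.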
# A549 tox = Nrf2 qHTS screen for inhibitors: counterscreen for cytotoxicity | A549 ARE-Fluc cells, CellTiter-Fluor viability, 18-24 h | Potency, µM (doses to about 46 µM), without a hit: at the highest dose activity change, negative = cytotoxicity, most hits filed as inhibitors | 390,000 compounds, 0.16% hits | AID 504648, 2011; also: potency is read from the fitted curve at half-maximal effect; % is scaled to controls: 0 for no effect and ±100 for the full control effect
#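 A549 ARE_Fluc cells in 5% FBS OPTI-MEM were exposed to compounds in concentration-response for 18-24 h at 37 deg C. Viability was read by CellTiter-Fluor fluorescence (Ex 405/Em 525) after 30 min, before the luciferase read.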
# An asterisk follows results filed as active; i = inactive; ? = inconclusive; nt = no result given; [ ] = another dose, or the depositor's remark. Unless noted, calls follow the shape of the dose curve; as a rule, active = well fitted curve in the direction sought with a large enough effect; inconclusive = small, poorly fitted or top-dose-only effect, or another doubt; inactive = no such curve, though single readings can be large; an effect the other way counts as inactive or inconclusive.
Structure	ATXN2 expr inh	Nrf2 ARE act	TGFb inhibitor	Nrf2 inh	A549 tox	EPAC2 ag	ATXN viability	IL2 activator	HepG2 viability
CCOC(=O)c1ccc(NC2OC(=O)c3ccccc32)cc1 (stereo not drawn)	8%	1.6%	2%	-4%	-9%	2%	i	-1.3	6%
COc1ccc(CS(=O)(=O)/C(Cl)=C(/Cl)C(=O)Nc2ccc(OC)nc2)cc1	13µM*	?	?	16µM*	21µM*	24%	?	-0.6	-107%
OCC12COC(c3ccccc3)N1C(c1ccccc1)OC2 (stereo not drawn)	7%	-0.6%	1%	1%	10%	10%	i	-0.4	-25%
CCCCOc1ccc(C(C)NC(=O)CN2C(=O)CSc3ccc(S(=O)(=O)N4CCOCC4)cc32)cc1 (stereo not drawn)	nt	7.4%	?	nt	3%	nt	nt	nt	-37%
Cc1ccccc1N(CC(=O)N/N=C/c1ccccc1Cl)C(=O)c1ccccc1	?	1.8%	10%	5%	-17%	2%	i	-3.8	-10%
COc1cccc(C(C(=O)NCc2ccccc2)N(C(=O)c2csnn2)C2CC2)c1 (stereo not drawn)	4%	2.1%	2%	11%	0%	6%	i	2.3	7%
O=C(Nc1ccc(C(=O)N2CCOCC2)cc1)Nc1ccc(Cl)cc1Cl	-9%	-0.3%	-18%	-21%	-4%	0%	?	-0.1	-4%
CCC(Sc1nc2n[nH]c(C)c2c(=N)n1-c1ccc(C)c(Cl)c1)C(=O)N1CCOCC1 (stereo not drawn)	-13%	0.1%	6%	nt	-11%	-2%	i	0.8	-36%
O=C1C(Cl)=C(N2CCCCCC2)C(=O)N1c1ccc(Br)cc1	nt	9.1%	0%	?	7%	22%	?	1.7	0%
CCCNC(=O)C1(C)CCCN(Cc2cccc3ccccc23)C1 (stereo not drawn)	?	2.9%	-6%	nt	nt	8%	i	-0.1	-22%
O=C1CCC([N+](=O)[O-])C(c2cc3c(cc2Cl)OCO3)N1 (stereo not drawn)	nt	3.3%	-11%	6%	-7%	6%	?	1.0	-10%
CCN(CC)CC#CC(C)(C)OC(C)=O	-3%	-0.5%	?	7%	-10%	7%	i	-2.5	0%
CCOC(=O)CSc1nc2c(sc(=S)n2Cc2ccco2)c(=O)n1-c1ccc(F)cc1	-10%	0.2%	-18%	0%	-2%	8%	i	-0.1	-14%
O=C(Cc1sc(-c2ccccc2Cl)nc1-c1ccccc1)Nc1ccc(F)cc1	-14%	-0.4%	11%	-15%	-19%	2%	i	0.4	7%
COc1ccc2ccccc2c1-c1csc(N)n1	nt	0.4%	-10%	5%	0%	5%	i	-0.4	-12%
O=C(CCC(=O)OCc1ccc(C(=O)Oc2ccc(Cl)cc2)cc1)Nc1ccccc1	-8%	3.9%	-7%	-8%	-7%	0%	i	0.8	-6%
COc1ccc(Cn2nnnc2CN(Cc2cc3cc(C)ccc3[nH]c2=O)C2CCCC2)cc1	4%	-0.7%	-16%	?	-7%	9%	i	0.6	-10%
O=C(NNc1cccc(Cl)n1)c1c(Cl)cccc1Cl	nt	?	-7%	2%	3%	5%	nt	-0.5	-4%
COc1cccc(OCc2cc(C(=O)N(Cc3nccn3C)C(C)C)no2)c1	5%	-0.6%	-11%	-34%	0%	8%	i	-2.8	0%
COc1ccccc1NS(=O)(=O)c1cccc(NC(=O)C(C)NC(=O)c2ccco2)c1 (stereo not drawn)	-11%	0.1%	9%	-24%	6%	2%	i	-2.2	2%
O=C(Nc1nc(-c2ccco2)c(-c2ccco2)s1)c1cnccn1	-5%	11%	?	6%	-3%	5%	i	-0.1	2%
O=C(O)c1ccc(/C=C2\CCCc3c2nc2ccccc2c3C(=O)O)cc1	0%	-0.6%	25%	3%	0%	11%	i	0.9	20%
COc1ccc(CCNC(=O)C2CCCN(S(=O)(=O)c3cc(C)ccc3OC)C2)cc1OC (stereo not drawn)	nt	-0.5%	-14%	9%	-1%	6%	?	0.1	-21%
O=C(Nc1ccccn1)c1ccc([N+](=O)[O-])o1	nt	22%	10µM*	8%	-15%	12%	i	-0.4	-102%
CC(=O)NC(CCCNC(=S)NC1CCCCC1)C(=O)O (stereo not drawn)	-21%	-0.8%	0%	-10%	0%	9%	i	26	11%
C[C@H](CO)N1C[C@H](C)[C@@H](CN(C)C(=O)Nc2ccccc2)Oc2c(NS(=O)(=O)c3cccs3)cccc2C1=O	5%	-0.6%	?	8%	-1%	4%	i	-0.1	-16%
COc1cc(/C=N/N2CCOCC2)ccc1OC(=O)c1ccco1	-11%	2.6%	-28%	-2%	0%	13%	i	3.4	-13%
Cc1ccc(S(=O)(=O)N2CCCCC2)cc1NC(=O)c1nn(C)c(=O)c2ccccc12	-5%	0.4%	-1%	-2%	2%	-6%	i	1.3	-5%
O=C(N1CCOCC1)N1[C@H](COCc2ccccc2)C=CS1(=O)=O	-31%	5.1%	-2%	nt	nt	-2%	i	1.4	-15%
COc1ccc(OC)c(-n2c(=O)c3ccccc3c3ccccc3c2=O)c1	-9%	14%	?	1%	-3%	11%	i	0.1	0%
CCOC(=O)c1c(C)[nH]c(C(C)=NNC(=O)Cn2nc(C)cc2C)c1C	nt	-0.4%	7%	-5%	-1%	-4%	i	-0.2	-7%
CC(C)C1C(c2ccccc2)NC(c2ccccc2)CC1(O)c1ccc(F)cc1 (stereo not drawn)	?	-1.1%	-9%	13%	2%	12%	?	-0.6	-106%
CC(=O)NC(CC(=O)NC1CCCCCC1)c1ccccc1 (stereo not drawn)	-27%	0.0%	0%	17%	8%	-3%	i	-0.1	-1%
CCOC(=O)C1=CC[C@@H](c2ccccc2Cl)N(S(=O)(=O)c2ccc(C)cc2)[C@H]1C(=O)OCC	-17%	17%	?	-28%	-5%	10%	?	-0.8	-25%
CCCCCCc1c(O)nc(SCCN2CCOCC2)[nH]c1=O	-19%	2.0%	-18%	17%	?	8%	i	0.3	-6%
COc1cccc(NC(=O)C2C3C=CC4(O3)C2C(=O)N(CCCN2CCC(C)CC2)C4C(=O)NC2CCCCC2)c1 (stereo not drawn)	-12%	0.3%	-13%	23%	1%	3%	i	-0.4	-34%
CCc1cccc(C)c1NS(=O)(=O)Cc1ccccc1	6%	0.1%	-8%	4%	-7%	9%	?	-0.4	-1%
CC/C(O)=C1\C(=O)CCCC1=NCCc1c(C)[nH]c2ccc(C)cc12	0%	-0.4%	-3%	-14%	5%	-1%	i	-1.1	-11%
CCCS(=O)(=O)c1c(S(=O)(=O)CCC)c2ccc(C(N)=O)cn2c1C(=O)OC	36%[activator]	0.2%	6%	2%	-5%	11%	i	0.3	2%
CCC1CCCCN1C(=O)CSC1=NN2CCCC(=O)N=C2S1 (stereo not drawn)	22%	-0.3%	-5%	?	-2%	8%	i	-0.4	-57%
O=C(CN1C(=O)C2CCCCN2c2ccc(C(=O)N3CCCC3)cc21)NCc1cccc(F)c1 (stereo not drawn)	-1%	3.1%	0%	nt	3%	nt	i	nt	-2%
CCN(CC)CCNC(=O)c1ccc(NC(=O)c2cn(-c3ccccc3)nc2-c2cccs2)cc1	?	11%	?	-4%	15%	9%	nt	-0.3	11µM*
CN(C)N(Cc1ccccc1)C(=O)C(O)(c1ccccc1)c1ccccc1	nt	-2.2%	14%	?	0%	14%	i	-0.9	1%
C=CCn1c(=N)n(CC(O)COc2ccc(OC)cc2)c2ccccc21 (stereo not drawn)	-15%	0.1%	-9%	-7%	-5%	18%	i	-3.2	-31%
CCOc1ccccc1C(=O)N1CCOCC1	7%	0.1%	5%	3%	13%	10%	i	1.9	-4%
CC(C)Cn1c(N)c(C(=O)COC(=O)/C=C/c2ccccc2)c(=O)n(C)c1=O	-27%	0.2%	-22%	6.5µM*	?	-4%	i	-0.6	-13%
COc1ccccc1C(=O)C1CCCN(C(=O)c2cc(C(C)C)no2)C1 (stereo not drawn)	-12%	-0.1%	-7%	7%	-1%	1%	i	-1.8	-4%
Cc1cccc(C(O)c2ncc(-c3cccc(C(F)(F)F)c3)[nH]2)c1C (stereo not drawn)	0%	-0.3%	?	nt	nt	1%	i	-0.3	-38%
CCCC(O)(c1ccc(Br)cc1)C(CN1CCOCC1)c1ccc(Cl)cc1 (stereo not drawn)	-11%	2.7%	?	?	-9%	7%	i	-0.1	-54%

# Three entries already listed, sorted by molar mass, ascending.
Structure	ATXN2 expr inh	Nrf2 ARE act	TGFb inhibitor	Nrf2 inh	A549 tox	EPAC2 ag	ATXN viability	IL2 activator	HepG2 viability
CCOc1ccccc1C(=O)N1CCOCC1	7%	0.1%	5%	3%	13%	10%	i	1.9	-4%
CC(=O)NC(CC(=O)NC1CCCCCC1)c1ccccc1 (stereo not drawn)	-27%	0.0%	0%	17%	8%	-3%	i	-0.1	-1%
CC(C)Cn1c(N)c(C(=O)COC(=O)/C=C/c2ccccc2)c(=O)n(C)c1=O	-27%	0.2%	-22%	6.5µM*	?	-4%	i	-0.6	-13%
